Bioassay records from PubChem BioAssay.
UHRF1 MBD2 ctr: UHRF1 methylated DNA binding inhibitors, primary screen, counter-screen for MBD2 inhibitor project, biochemical, TR-FRET, human UHRF1, single concentration | 370,000 compounds, 0.75% hits | AID 687016, 2013 | UHRF1 binding to methylated oligo | E3 ubiquitin-protein ligase UHRF1 (Homo sapiens), Q96T88 | inhibition, % at 4.4 µM; in the data active = inhibition above about 21%;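 also: UHRF1 SRA domain binding a hemimethylated CpG hairpin DNA probe; 0% = median of test compound wells and 100% = reference inhibitor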
NPR2 activator: human GC-B receptor activators, primary screen, HEK293 GC-B cells, cGMP TR-FRET, EC30 CNP. 370,000 compounds, 0.11% hits. activation, % at 10 µM. 0% at EC30 CNP, 100% saturating CNP. Atrial natriuretic peptide receptor 2 (Homo sapiens), P20594;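 active = activation at 10 µM reaching about 35% in either raw or pattern-adjusted values, limit read from the data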
GC-A act: GC-A stimulated cGMP production enhancers – HEK293 GC-A cells, cGMP TR-FRET, EC30 ANP, primary screen. 0% at EC30 ANP, 100% saturating ANP. Atrial natriuretic peptide receptor 1 (Homo sapiens), P16066. activation, % at 10 µM. 370,000 compounds, 0.14% hits. AID 1671463, 2021; in the data active = activation above about 40%
PRMT1 FP inh: PRMT1 methyltransferase inhibitors, primary screen, biochemical, fluorescence polarization | 370,000 compounds, 1.3% hits | Protein arginine N-methyltransferase 1 (Homo sapiens), Q99873 | inhibition, % at 2.79 µM | recombinant PRMT1, activity-based probe fluorescence polarization;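 active = inhibition above about 21% made by adding two undisclosed values, limit read from the data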
rCAG RNA binder: binders of r(CAG) RNA repeats, primary screen, biochemical, fluorescence | r(CAG) RNA repeat, TO-PRO-1 dye displacement fluorescence | inhibition, % at 3 µM | 370,000 compounds, 1.3% hits;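 active = inhibition above the plate cutoff, the mean of all test compounds on that plate plus 3 SD, cut at about 35% in these data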;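 also: 0% = DMSO alone and 100% = 100 µM mitoxantrone as full dye displacement; higher means more dye released from RNA so lower well fluorescence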
HTRA1 inh: HTRA1 serine protease inhibitors, primary screen, biochemical, fluorescence polarization, HTS; inhibition, % at 5.96 µM; recombinant HTRA1, FP-rhodamine activity-based probe; Q92743; AID 504803, 2011; 340,000 compounds, 0.5% hits; in the data active = inhibition above about 36%;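 also: 0% = enzyme with DMSO and 100% = wells lacking enzyme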
Target sequence (Q92743 whole entry, looked up): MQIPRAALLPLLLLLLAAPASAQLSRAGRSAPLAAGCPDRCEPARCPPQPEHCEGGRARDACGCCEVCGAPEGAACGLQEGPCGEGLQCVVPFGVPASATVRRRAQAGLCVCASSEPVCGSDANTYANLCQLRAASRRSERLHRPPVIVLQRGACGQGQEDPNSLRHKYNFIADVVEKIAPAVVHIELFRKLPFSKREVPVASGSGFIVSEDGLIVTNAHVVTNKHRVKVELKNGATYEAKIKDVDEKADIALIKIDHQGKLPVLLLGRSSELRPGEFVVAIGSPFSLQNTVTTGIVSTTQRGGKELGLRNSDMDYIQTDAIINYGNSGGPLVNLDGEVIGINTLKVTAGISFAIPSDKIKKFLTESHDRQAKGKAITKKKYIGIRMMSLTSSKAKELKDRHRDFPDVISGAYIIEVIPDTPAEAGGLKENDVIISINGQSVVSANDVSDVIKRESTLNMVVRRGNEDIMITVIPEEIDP
mABHD4 FP: ABHD4 inhibitors, primary screen, biochemical, fluorescence polarization, mouse | inhibition, % at 8.92 µM | 370,000 compounds, 0.54% hits | purified mABHD4, FP-Rh probe fluorescence polarization | (Lyso)-N-acylphosphatidylethanolamine lipase (Mus musculus), Q8VD66;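 active = inhibition exceeding the mean over every tested compound plus 3 SD, cut at about 30% in these data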;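 also: 0% = plate median of compound wells and 100% = S159A mutant with DMSO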
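Test system: mABHD4 protein; Read-out basis: % inhibition; Incubation: 45 min + 60 min at 25 °C; Repeats: single replicate; Technique: fluorescence polarization with parallel and perpendicular emission, 525/598 nm; Compound: 8.92 µM, single dose; Benchmarks: full inhibition S159A mutant plus DMSO, zero as sample-well median.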
TCR-CD3 inh: inhibitors of human TCR-CD3 interaction, primary screen, biochemical, fluorescence, TAMRA-labeled TCR probe; T-cell receptor (TCR); inhibition, % at 9.4 µM; 360,000 compounds, 0.37% hits; in the data active = inhibition above about 19%;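 also: recombinant mutant TCR 2C K166C tagged with TAMRA read by polarization; 0% = receptor in buffer alone and 100% = receptor with positive control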
SIAE primary: human SIAE inhibitors, primary screen, biochemical, fluorescence polarization, FP-Rh probe, 1536-well HTS | Sialate O-acetylesterase (Homo sapiens), Q9HAT2 | SIAE FP-Rh probe binding | inhibition, % at 9.66 µM | 370,000 compounds, 0.69% hits | AID 1053197, 2014;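 active = inhibition above a cutoff: mean of compounds within the control limits plus 3 SD of those, cut at about 17% in these data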;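 also: 0% = plate median of compound wells and 100% = probe without SIAE protein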
Target sequence (Q9HAT2 whole entry, looked up): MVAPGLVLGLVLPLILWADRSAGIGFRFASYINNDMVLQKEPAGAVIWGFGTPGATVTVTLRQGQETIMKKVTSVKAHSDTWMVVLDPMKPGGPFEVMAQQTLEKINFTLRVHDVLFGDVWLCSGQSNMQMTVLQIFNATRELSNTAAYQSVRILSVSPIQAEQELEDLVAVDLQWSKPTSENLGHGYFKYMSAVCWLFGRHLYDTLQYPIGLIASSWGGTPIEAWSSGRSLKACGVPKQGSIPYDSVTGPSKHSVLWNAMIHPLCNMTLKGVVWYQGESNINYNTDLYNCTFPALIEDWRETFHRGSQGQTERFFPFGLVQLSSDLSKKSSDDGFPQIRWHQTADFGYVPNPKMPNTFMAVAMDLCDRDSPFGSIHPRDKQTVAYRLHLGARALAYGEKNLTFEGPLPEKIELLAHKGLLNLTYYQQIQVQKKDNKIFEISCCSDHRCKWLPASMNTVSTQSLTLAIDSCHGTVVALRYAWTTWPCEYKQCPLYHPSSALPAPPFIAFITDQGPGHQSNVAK
MBD2 inh: inhibitors of MBD2 binding to methylated DNA, primary screen, biochemical, TR-FRET, DNA-binding domain, human; Methyl-CpG-binding domain protein 2 (Homo sapiens), Q9UBB5; MBD2 binding to methylated oligonucleotide; inhibition, % at 4.4 µM; 370,000 compounds, 0.31% hits; in the data active = inhibition above about 13%
* marks the source's active call; other numbers are inactive results. This is a subset, so the mix of outcomes need not match the whole.

Screening Cc1cccc(Nc2nnc(SCC(O)=C(C#N)c3nc4ccccc4[nH]3)s2)c1 returned UHRF1 MBD2 ctr -2, NPR2 activator -2, GC-A act -8, PRMT1 FP inh 3, rCAG RNA binder 42*, HTRA1 inh 12, mABHD4 FP 4, TCR-CD3 inh -7, SIAE primary -14 and MBD2 inh 0.
Cc1c(C(=O)N2CCC2)oc2ccc(Cl)cc12 was read as UHRF1 MBD2 ctr 2, NPR2 activator -16, GC-A act -9, PRMT1 FP inh 4, rCAG RNA binder 4, HTRA1 inh 4, mABHD4 FP -12, TCR-CD3 inh 3, SIAE primary 3 and MBD2 inh 4.
For C=CCOc1ccccc1CN1CCC(n2nccc2NC(=O)C2CC2)CC1 the results were UHRF1 MBD2 ctr 2, NPR2 activator 2, GC-A act -1, PRMT1 FP inh 2, rCAG RNA binder -5, HTRA1 inh -2, mABHD4 FP 0, TCR-CD3 inh -1, SIAE primary 0 and MBD2 inh 6.
Screening Cc1nc2ccccn2c1C(=O)NN=C1CCN(C)CC1 returned UHRF1 MBD2 ctr -1, NPR2 activator -2, GC-A act 2, PRMT1 FP inh 0, rCAG RNA binder 0, HTRA1 inh -9, mABHD4 FP 0, TCR-CD3 inh 9, SIAE primary 0 and MBD2 inh 2.
For CCC(C)NC(=O)c1cnc2n(c1=O)CCS2 (centres undefined) the results were UHRF1 MBD2 ctr 2, NPR2 activator 9, GC-A act 4, PRMT1 FP inh -1, rCAG RNA binder 4, HTRA1 inh 1, mABHD4 FP 2, TCR-CD3 inh -1, SIAE primary -1 and MBD2 inh -4.
`COc1ccc(N2CCN(CCCNC(=O)CN3C(=O)COc4ccccc43)CC2)cc1` gave UHRF1 MBD2 ctr 16, NPR2 activator -6, GC-A act 2, PRMT1 FP inh 2, rCAG RNA binder -5, HTRA1 inh 6, mABHD4 FP 2, TCR-CD3 inh 1, SIAE primary -1 and MBD2 inh 1.
CC1CCN(C(=O)c2[nH]cnc2C(=O)NC2CCN(C(=O)OC(C)(C)C)CC2)CC1 was read as UHRF1 MBD2 ctr 2, NPR2 activator -9, GC-A act -1, PRMT1 FP inh 3, rCAG RNA binder -14, HTRA1 inh -3, mABHD4 FP 6, TCR-CD3 inh 1, SIAE primary -1 and MBD2 inh 4.
`CC(=O)N1CCOc2ccc(S(=O)(=O)NCc3ccc(F)cc3)cc21` gave UHRF1 MBD2 ctr 3, NPR2 activator 0, GC-A act 0, PRMT1 FP inh 0, rCAG RNA binder 2, HTRA1 inh -2, mABHD4 FP 1, TCR-CD3 inh 4, SIAE primary 2 and MBD2 inh 0.
NS(=O)(=O)c1cccc(NC(=O)COC(=O)C2(c3cccc(F)c3)CCCC2)c1 was read as UHRF1 MBD2 ctr -3, NPR2 activator 4, GC-A act 2, PRMT1 FP inh -4, rCAG RNA binder 10, HTRA1 inh -14, mABHD4 FP -16, TCR-CD3 inh -1, SIAE primary -11 and MBD2 inh -7.
For Cc1c(-c2cccs2)[n+](=O)c2c(n1[O-])CCCCC2 the results were UHRF1 MBD2 ctr 0, NPR2 activator 0, GC-A act 2, PRMT1 FP inh -1, rCAG RNA binder 0, HTRA1 inh 4, mABHD4 FP 3, TCR-CD3 inh 2, SIAE primary -1 and MBD2 inh 2.
`CCc1ccccc1NC(=S)N=Nc1c(O)n(C)c2ccc(S(=O)(=O)N3CCOCC3)cc12` gave UHRF1 MBD2 ctr -4, NPR2 activator -2, GC-A act -3, PRMT1 FP inh -2, rCAG RNA binder 14, HTRA1 inh 3, mABHD4 FP 13, TCR-CD3 inh 5, SIAE primary -2 and MBD2 inh 3.
For Cc1ccc2c(c1)C(=O)c1ccccc1CS2=O (centres undefined) the results were UHRF1 MBD2 ctr 3, NPR2 activator -1, GC-A act 3, PRMT1 FP inh 2, rCAG RNA binder 1, HTRA1 inh -4, mABHD4 FP -5, TCR-CD3 inh -2, SIAE primary -2 and MBD2 inh 3.
CC1CN(C(=O)C(C)OC(=O)c2ccc3ncsc3c2)CC(C)O1 (centres undefined) was read as UHRF1 MBD2 ctr 0, NPR2 activator 2, GC-A act 1, PRMT1 FP inh 8, rCAG RNA binder 0, HTRA1 inh 3, mABHD4 FP -6, TCR-CD3 inh -7, SIAE primary -4 and MBD2 inh 3.
CCOC(=O)c1nn(-c2ccccc2)c(C#N)c1NC(=O)c1nn(CC)cc1Br was read as UHRF1 MBD2 ctr 3, NPR2 activator 0, GC-A act 14, PRMT1 FP inh 0, rCAG RNA binder -2, HTRA1 inh -9, mABHD4 FP 0, TCR-CD3 inh -8, SIAE primary -32 and MBD2 inh 0.
Screening COc1ccc(C)cc1NC(=O)C(Sc1nncn1C)c1ccccc1 (centres undefined) returned UHRF1 MBD2 ctr 24*, NPR2 activator 0, GC-A act 5, PRMT1 FP inh -2, rCAG RNA binder -1, HTRA1 inh 0, mABHD4 FP -5, TCR-CD3 inh 8, SIAE primary -2 and MBD2 inh 2.
`O=C(C1CC1)N1CCN(c2ccc(O)cc2)CC1` gave UHRF1 MBD2 ctr 0, NPR2 activator -2, GC-A act 1, PRMT1 FP inh 7, rCAG RNA binder 0, HTRA1 inh 1, mABHD4 FP 19, TCR-CD3 inh 1, SIAE primary 19* and MBD2 inh 5.
`O=[N+]([O-])c1ccc(N2CCSCC2)cc1O` gave UHRF1 MBD2 ctr 2, NPR2 activator 5, GC-A act -1, PRMT1 FP inh -5, rCAG RNA binder -1, HTRA1 inh 10, mABHD4 FP -1, TCR-CD3 inh 6, SIAE primary 4 and MBD2 inh -4.
Screening CCC(NC(=O)CN1CCN(c2cccc(OC)c2)CC1)c1ccccc1 (centres undefined) returned UHRF1 MBD2 ctr -1, NPR2 activator 10, GC-A act 3, PRMT1 FP inh 5, rCAG RNA binder -1, mABHD4 FP 2, SIAE primary -1 and MBD2 inh 1.
Screening O=C(c1ccc2c(c1)OCO2)N1CCC2(CC1)Oc1ccc(Cl)cc1C(=O)C21CC(c2ccc(Cl)cc2)=NO1 (centres undefined) returned UHRF1 MBD2 ctr -3, NPR2 activator -1, GC-A act 1, PRMT1 FP inh -1, rCAG RNA binder 1, mABHD4 FP 6, TCR-CD3 inh 5, SIAE primary 1 and MBD2 inh -3.
Screening CCOc1cc(N2CCOCC2)c(OCC)cc1NC(=O)c1ccc(OC)cc1 returned UHRF1 MBD2 ctr -1, NPR2 activator 0, GC-A act 1, PRMT1 FP inh 0, rCAG RNA binder -5, HTRA1 inh 5, mABHD4 FP 2, TCR-CD3 inh 6, SIAE primary 7 and MBD2 inh -7.

2 neighbouring compounds from above, for reference:
For C=CCOc1ccccc1CN1CCC(n2nccc2NC(=O)C2CC2)CC1 the results were UHRF1 MBD2 ctr 2, NPR2 activator 2, GC-A act -1, PRMT1 FP inh 2, rCAG RNA binder -5, HTRA1 inh -2, mABHD4 FP 0, TCR-CD3 inh -1, SIAE primary 0 and MBD2 inh 6.
Screening Cc1nc2ccccn2c1C(=O)NN=C1CCN(C)CC1 returned UHRF1 MBD2 ctr -1, NPR2 activator -2, GC-A act 2, PRMT1 FP inh 0, rCAG RNA binder 0, HTRA1 inh -9, mABHD4 FP 0, TCR-CD3 inh 9, SIAE primary 0 and MBD2 inh 2.

Remaining list, next part:
O=C(NC1CC(=O)c2sccc21)c1cccc(C(F)(F)F)c1 (centres undefined) was read as UHRF1 MBD2 ctr -3, NPR2 activator -1, GC-A act 3, PRMT1 FP inh -8, rCAG RNA binder -2, HTRA1 inh 0, mABHD4 FP -3, TCR-CD3 inh 4, SIAE primary -5 and MBD2 inh -2.
Screening CCOC(=O)Cn1c(CN2CC(C)OC(C)C2)nc2c1c(=O)n(C)c(=O)n2C (centres undefined) returned UHRF1 MBD2 ctr 0, NPR2 activator 5, GC-A act 1, PRMT1 FP inh 6, rCAG RNA binder 1, HTRA1 inh -3, mABHD4 FP 10, TCR-CD3 inh -2, SIAE primary -5 and MBD2 inh 5.
For COc1cc(/C=C(\C#N)C(=O)NCC2CCCO2)c([N+](=O)[O-])cc1OC (centres undefined) the results were UHRF1 MBD2 ctr 21*, NPR2 activator 6, GC-A act 1, PRMT1 FP inh 6, rCAG RNA binder 14, HTRA1 inh 6, mABHD4 FP -16, TCR-CD3 inh 4, SIAE primary 14 and MBD2 inh 14*.
O=C1NCCN(Cc2c(F)cccc2Cl)C1CC(=O)N1CCCCO1 (centres undefined) was read as UHRF1 MBD2 ctr -1, NPR2 activator 0, GC-A act -1, PRMT1 FP inh -2, rCAG RNA binder -2, HTRA1 inh 3, mABHD4 FP 0, TCR-CD3 inh 10, SIAE primary -4 and MBD2 inh -1.
`Cc1ncsc1C(=O)Nc1cccc(C(F)(F)F)c1` gave UHRF1 MBD2 ctr 0, NPR2 activator 7, GC-A act -1, PRMT1 FP inh 4, rCAG RNA binder -3, HTRA1 inh -9, mABHD4 FP 7, TCR-CD3 inh 2, SIAE primary 2 and MBD2 inh 2.
Screening O=C(OCC(=O)N1CCCCCC1)c1ccc(Cl)c(S(=O)(=O)N2CCCC2)c1 returned UHRF1 MBD2 ctr 1, NPR2 activator -2, GC-A act 4, PRMT1 FP inh 0, rCAG RNA binder -3, HTRA1 inh -4, mABHD4 FP 2, TCR-CD3 inh 1, SIAE primary -2 and MBD2 inh 0.
COc1ccc(NC(=O)c2cc(-c3ccccc3)on2)cc1OC was read as UHRF1 MBD2 ctr -1, NPR2 activator -9, GC-A act 9, PRMT1 FP inh -1, rCAG RNA binder -1, HTRA1 inh -3, mABHD4 FP -3, TCR-CD3 inh -1, SIAE primary 0 and MBD2 inh 2.
For COC(=O)c1ccc2nccnc2c1 the results were UHRF1 MBD2 ctr -1, NPR2 activator -4, GC-A act -1, PRMT1 FP inh -2, rCAG RNA binder 1, HTRA1 inh 4, mABHD4 FP 4, TCR-CD3 inh -4, SIAE primary 3 and MBD2 inh 0.
For CN(CC(=O)Nc1ccc(F)cc1)C(=O)CSc1ncccn1 the results were UHRF1 MBD2 ctr 3, NPR2 activator 4, GC-A act -3, PRMT1 FP inh 0, rCAG RNA binder -2, HTRA1 inh 6, mABHD4 FP 4, TCR-CD3 inh -3, SIAE primary 2 and MBD2 inh 6.
`Cc1ccc(-c2c[n+](CC(=O)Nc3c(C)cccc3C)c3n2CCC3)cc1` gave UHRF1 MBD2 ctr -1, NPR2 activator 8, GC-A act 2, PRMT1 FP inh -4, rCAG RNA binder 12, mABHD4 FP -1, TCR-CD3 inh 6, SIAE primary -1 and MBD2 inh -6.
`O=C(COc1ccc(S(=O)(=O)NCc2ccccc2)cc1)NCC1CCCO1` (centres undefined) gave UHRF1 MBD2 ctr 12, NPR2 activator -2, GC-A act 1, PRMT1 FP inh 3, rCAG RNA binder -3, HTRA1 inh 0, mABHD4 FP -3, TCR-CD3 inh -4, SIAE primary -1 and MBD2 inh -1.
